Screening data (PubChem)
Pax4 gene expression – activators of Pax4 gene expression, primary screen, RT-PCR, mouse alpha TC1 cells, single point (AID 1053180); actives 0.2% (n = 9,600); mouse alpha TC1 cells, Pax4 mRNA qPCR, 6 days; active compounds read high; 100% = Pax4 plasmid added at qPCR; activation, % at 10 µM;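 active = highest normalized replicate activity of 15 or more, or at least half the replicates reach 15 or more; inactive = neither condition met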;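 also: pax4 Ct normalized to GAPDH with activation seen as lower delta delta Ct; plate controls were plate neutral control wells for no effect and Pax4 plasmid positive control for full effect; each compound tested in two replicate wells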
DLD1 CTGF mRNA – YAP1 pathway inhibitors via CTGF transcript, primary screen, DLD1 colon cancer cells, RT-qPCR, single point (AID 743449) | DLD1 CTGF mRNA qPCR, 24 h; active compounds read high | actives 0.9% (n = 9,900) | inhibition, % at 12.5 µM;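 active = mean normalized replicate activity at least 50 and at least half of replicates each reaching 50; inconclusive = only one of the two criteria met; inactive = neither criterion met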;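 also: 0% = neutral control wells and 100% = dasatinib control wells; higher means stronger suppression of CTGF expression like dasatinib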
* = called active by the depositor; ? = inconclusive; nt = no result given; & = joins results of further samples; ! = not confirmed by another sample.

Each structure is followed by: Pax4 gene expression, DLD1 CTGF mRNA
- COc1cccc(NC(=O)Nc2ccc3c(c2)C(=O)N(C)C[C@@H](OC)[C@H](C)CN(CC2CC2)[C@H](C)CO3)c1
 : 0.0, -9
- C[C@@H]1CN([C@H](C)CO)S(=O)(=O)c2ccc(-c3cncnc3)cc2O[C@H]1CN(C)C(=O)NC1CCCC1
 : 0.0, -20
- CCS(=O)(=O)N1CC2(C1)CN(S(=O)(=O)c1cn(C)cn1)[C@@H](CO)c1[nH]c3cc(OC)ccc3c12
 : 0.0, 18
- COc1ccc(C#Cc2ccc([C@@H]3[C@H]4CN(C(=O)NC(C)C)CC(=O)N4[C@H]3CO)cc2)cc1
 : 0.0, -37
- COc1cccc(S(=O)(=O)N(C)C[C@@H]2OCc3ccccc3-c3c(n(C)c4ccccc34)C(=O)N([C@H](C)CO)C[C@@H]2C)c1
 : 0.1, -15
- CO[C@@H]1CC[C@H]2CCOc3c(C#N)cccc3C(=O)N(C)C[C@@H](OC)[C@@H](C)C(=O)N(C)C[C@H]1O2
 : 0.0, -17
- C[C@H]1CC(=O)NCC/C=C\C[C@@H](c2ccc3c(c2)OCO3)NC1=O
 : 0.0, 19
- COc1ccccc1-c1ccccc1[C@H]1[C@@H](C#N)N(C(=O)CN(C)C)[C@H]1CO
 : 0.0, 4
- N#Cc1ccc(-c2ccc([C@@H]3[C@H](CO)N4C(=O)CNC[C@@H]34)cc2)cc1
 : 0.0, 1
- CNC(=O)C[C@@H]1CC[C@@H]2[C@@H](COc3ccc(NC(=O)c4ccccc4F)cc3C(=O)N2C)O1
 : 0.0, -306
- C[C@H]1CN([C@@H](C)CO)C(=O)Cc2cc(NC(=O)CCCCCC(=O)Nc3ccccc3N)ccc2O[C@@H]1CN(C)S(=O)(=O)c1cccs1
 : 0.0, 14
- CCCNC(=O)N1CC2(CCN(C(=O)C3CCOCC3)CC2)c2c([nH]c3cc(OC)ccc23)[C@H]1CO
 : 0.0, -33
- C[C@H]1CCCCO[C@H](CN(C)CC2CC2)[C@@H](C)CN([C@@H](C)CO)C(=O)c2cc(NC(=O)c3ccccc3)ccc2O1
 : 0.0, -17
- OC[C@H]1[C@H]2c3ccccc3NC[C@H]2N1Cc1ccccc1Cl
 : 0.0, 10
- COc1cc(CN2CC3(CN(S(=O)(=O)c4cccc(F)c4)C3)c3c([nH]c4cc(OC)ccc34)[C@H]2CO)cc(OC)c1
 : 0.0, -16
- C[C@H](CO)N1C[C@H](C)[C@@H](CN(C)C(=O)NC2CCCC2)Oc2cc(-c3cncnc3)ccc2S1(=O)=O
 : 0.0, -13
- COc1ccc(C#Cc2ccc3c(c2)[C@H]2[C@H](CCN2C(=O)Nc2ccc(C(F)(F)F)cc2)[C@@H](CO)N3C)cc1
 : 0.0, -12
- CCS(=O)(=O)N1CCCCN2[C@@H](CO)[C@@H](c3ccc(-c4ccc(C(=O)N(C)C)cc4)cc3)[C@@H]2C1
 : 0.0, 26
- O=C(c1cnccn1)N1C[C@@H]2N[C@H](C1)C2c1ccc(/C=C/c2ccccc2)cc1 (stereo not given in full)
 : 0.0&0.0, 19&-30
- O=C(Cc1cccnc1)N1CC(=O)N2[C@H](CO)[C@@H](c3ccc(/C=C/c4ccccc4)cc3)[C@H]2C1
 : 0.0, 6
- COc1ccc2c3c(n(C)c2c1)[C@@H](CO)N(Cc1nccs1)CC31CCN(CC2CCCC2)CC1
 : 0.0, 7
- O=C(C[C@H]1CC[C@@H](NC(=O)c2ccc3c(c2)OCO3)[C@@H](CO)O1)NCc1ccc(Oc2ccccc2)cc1
 : 0.0, 28
- C[C@H]1CCCCO[C@@H](CN(C)C(=O)Nc2ccc3c(c2)OCO3)[C@@H](C)CN([C@@H](C)CO)C(=O)c2cc(NS(=O)(=O)c3ccc(F)cc3)ccc2O1
 : 0.0, -9
- COc1ccc(NC(=O)N2C[C@H]3[C@@H](c4ccccc42)[C@@H](CO)N3Cc2ccccn2)cc1
 : 0.0, -40
- C[C@@H]1CN([C@H](C)CO)C(=O)CCCn2cc(nn2)CO[C@H]1CN(C)S(=O)(=O)c1cccc(C#N)c1
 : 0.0, -30
- O=C(Nc1ccccc1)[C@H]1[C@H](CO)[C@H]2Cn3c(cccc3=O)[C@@H]1N2C(=O)c1ccc(F)cc1
 : 0.0, 11
- CCS(=O)(=O)N1CC2(CN(C(=O)Cc3ccccn3)[C@@H](CO)c3[nH]c4cc(OC)ccc4c32)C1
 : 0.1, 10
- Cc1ccc(S(=O)(=O)Nc2ccc3c(c2)C(=O)N(C)[C@H]2CC[C@@H](CC(=O)NCCc4ccncc4)O[C@H]2CO3)cc1
 : 0.0, -13
- O=C(c1ccccc1F)N1CC2(C1)[C@@H](c1ccccc1)[C@@H](CO)N2CC1CCOCC1
 : nt, 6
- COc1ccc2c3c([nH]c2c1)[C@H](CO)N(S(C)(=O)=O)CC31CN(C(=O)c2ccccc2)C1
 : 0.0, 5

Next compounds
Each structure is followed by: Pax4 gene expression, DLD1 CTGF mRNA
- Fc1cccc(CN2C[C@@H]3N[C@H](C2)C3c2ccc(/C=C/c3ccccc3)cc2)c1 (stereo not given in full)
 : 8.9*!, -214
- CS(=O)(=O)N1[C@H](C#N)[C@H](c2ccccc2-c2ccccc2F)[C@@H]1CO
 : 0.0, -34
- C[C@@H]1CN([C@H](C)CO)C(=O)c2cc(NC(=O)Nc3ccc4c(c3)OCO4)ccc2O[C@@H](C)CCCCO[C@@H]1CN(C)S(=O)(=O)c1ccccc1
 : 0.0, -11
- O=C1CNC[C@H]2[C@H](c3ccc(-c4ccccc4F)cc3)[C@H](CO)N12
 : 0.0, -15
- CO[C@H](CN(C)S(=O)(=O)c1cccc(Cl)c1)[C@@H](C)CN(C(=O)Nc1ccccc1F)[C@@H](C)CO
 : 0.0, 10
- CCC(=O)N1[C@@H](CO)[C@@H](c2ccccc2)C12CN(C(=O)CN1CCOCC1)C2
 : nt, -2
- O=C(C[C@@H]1CC[C@H]2[C@@H](COC[C@H](O)CN2C(=O)c2ccccc2F)O1)NCc1ccc(Cl)c(Cl)c1
 : 0.0, 7
- N#C[C@@H]1[C@H](c2ccc(C3=CCCC3)cc2)[C@H](CO)N1C(=O)c1ccccn1
 : 0.0, 20
- C[C@H]1CC=CC[C@@H](c2ccc3c(c2)OCO3)NC(=O)[C@H](C)N(C)C(=O)c2ccccc2O1 (mixture of isomers)
 : 0.0, 12
- COc1ccccc1NC(=O)N[C@@H]1CC[C@H](CCNS(=O)(=O)c2ccc(Cl)cc2)O[C@H]1CO
 : 0.0, 25
- O=C(C[C@@H]1CC[C@@H]2NC[C@H](O)COC[C@H]2O1)NCCN1CCCCC1
 : 0.0, -6
- CC(C)C(=O)Nc1ccc2c(c1)C(=O)N(C)[C@@H]1CC[C@H](CC(=O)NCCc3ccccc3)O[C@@H]1CO2
 : 0.0, -82
- CCN1[C@@H]2c3ccc(-c4ccccc4OC)c(=O)n3C[C@H]1[C@H](CO)[C@H]2C(=O)NCc1ccccn1
 : 0.0, -5
- COC(=O)C[C@H]1CC[C@H]2[C@@H](COC[C@@H](O)CN2S(=O)(=O)c2cn(C)cn2)O1
 : 0.0, 7
- C[C@@H]1CN([C@H](C)CO)C(=O)CCCn2nncc2CO[C@H]1CN(C)C(=O)Nc1ccnc(N2CCOCC2)c1
 : 0.0, ?
- C[C@@H]1CN([C@@H](C)CO)C(=O)c2ccccc2-c2ccccc2CO[C@H]1CN(C)C(=O)c1cc(Cl)cc(Cl)c1
 : 0.0, -16
- CO[C@@H]1CN(C)C(=O)c2cc(NC(C)=O)ccc2OC[C@H](C)N(Cc2ccncc2)C[C@@H]1C
 : 0.0, 7
- O=C(c1cnccn1)N1CC(=O)N2[C@@H](CO)[C@H](c3ccc(C#CC4CC4)cc3)[C@@H]2C1
 : 0.0, 14
- O=C(Nc1ccc(C(F)(F)F)cc1)N[C@H]1C=C[C@H](CC(=O)N2CCCCC2)O[C@@H]1CO
 : 0.0, -13
- C[C@@H]1CN([C@@H](C)CO)C(=O)c2cccc(NC(=O)Nc3ccc(C(F)(F)F)cc3)c2O[C@H]1CN(C)S(=O)(=O)c1cn(C)cn1
 : 0.0, 10
- C[C@@H]1CCCCO[C@@H](CN(C)C(=O)Cc2ccccc2)[C@@H](C)CN([C@H](C)CO)C(=O)c2cc(NS(C)(=O)=O)ccc2O1
 : 0.0, 12
- C[C@@H]1CN([C@H](C)CO)C(=O)c2cc(NC(=O)Cn3cnnn3)ccc2O[C@H]1CN(C)Cc1ccc(C(=O)Nc2ccccc2N)cc1
 : 0.0, -169
- CS(=O)(=O)N1[C@H](CO)[C@@H](c2ccc(C#Cc3cccc(F)c3)cc2)[C@@H]1C#N
 : 0.0, -10
- C[C@H]1CN([C@@H](C)CO)C(=O)CCCn2nncc2CO[C@H]1CN(C)C(=O)c1ccc2ccn(C)c2c1
 : 0.0, -24
- O=C(N[C@H]1CC[C@@H](CCNS(=O)(=O)c2ccc(F)cc2)O[C@H]1CO)C1CCC1
 : 0.0, 0
- COc1ccc2c3c([nH]c2c1)[C@@H](CO)N(C(=O)C1CCOCC1)CC31CCN(Cc2nccs2)CC1
 : 0.0, 7
- COc1cccc(NC(=O)N2C[C@H](O)COC[C@H]3O[C@@H](CC(=O)N(C)C)CC[C@@H]32)c1
 : 0.0, 5
- COc1cccc(CN2CC3(C2)CN(C(=O)C2CC2)[C@H](CO)c2[nH]c4cc(OC)ccc4c23)c1
 : 0.0, -22
- COc1cccc(-c2ccc3c(c2)[C@H]2[C@H](CCN2C(=O)c2ccccc2F)[C@@H](CO)N3C)c1
 : 0.0, -34
- CCCNC[C@H]1[C@@H](c2ccc(-c3cccc(C#N)c3)cc2)[C@@H](CO)N1C(C)=O
 : 0.0, -17

Later entries:
Each structure is followed by: Pax4 gene expression, DLD1 CTGF mRNA
- Cc1ccc(S(=O)(=O)N(C)C[C@H]2OCCCC[C@H](C)Oc3ccc(NC(=O)c4ccncc4)cc3C(=O)N([C@H](C)CO)C[C@H]2C)cc1
 : 0.0, 3
- O=C(C[C@@H]1CC[C@@H](NC(=O)C2CCOCC2)[C@H](CO)O1)NCC1CCCCC1
 : 0.0, 1
- O=C(c1cccc(F)c1)N1CC(=O)N2[C@H](CO)[C@@H](c3ccc(/C=C/c4ccccc4)cc3)[C@H]2C1
 : 0.0, 1
- C[C@H](CO)N1C[C@H](C)[C@@H](CN(C)S(=O)(=O)c2ccc(F)cc2)OCCCC[C@H](C)Oc2ccc(N(C)C)cc2C1=O
 : 0.0, -10
- CC(=O)N(Cc1cccc(F)c1)C[C@@H]1[C@@H](c2ccccc2)[C@@H](CO)N1C(C)=O
 : 0.0, -48
- C[C@H]1CN([C@@H](C)CO)C(=O)c2ccccc2-c2ccccc2CO[C@H]1CN(C)C(=O)Nc1ccnc(N2CCOCC2)c1
 : 0.0, -19
- C[C@H]1CCCCO[C@@H](CN(C)S(=O)(=O)c2ccc(F)cc2)[C@@H](C)CN([C@@H](C)CO)C(=O)c2cc(N(C)C)ccc2O1
 : 0.0, 12
- O=C(C[C@@H]1CC[C@H]2[C@@H](COC[C@H](O)CN2C(=O)c2cnccn2)O1)NCc1ccc(Cl)cc1
 : 0.0, -31
- COc1ccc2c3c(n(C)c2c1)[C@H](CO)N(C(=O)C1CC1)CC31CCN(C(=O)CN(C)C)CC1
 : 0.0, 5
- CO[C@@H]1CC[C@H]2CCOc3c(C#N)cccc3C(=O)N(C)C[C@@H](OC)[C@H](C)C(=O)N(C)C[C@@H]1O2
 : 0.0, 6
- COc1ccc2c3c([nH]c2c1)[C@H](CO)N(Cc1ccc2c(c1)OCO2)CC31CCN(C(=O)Nc2c(C)noc2C)CC1
 : 0.0, 24
- Cc1ccc(S(=O)(=O)Nc2ccc3c(c2)C(=O)N([C@@H](C)CO)C[C@H](C)[C@H](CN(C)Cc2ccc(C(F)(F)F)cc2)O3)cc1
 : 0.0, 10
- COc1cccc(S(=O)(=O)N[C@H]2CC[C@H](CC(=O)NC3Cc4ccccc4C3)O[C@@H]2CO)c1
 : 0.0, 17
- Cc1ccc(-c2ccc(C3[C@H]4CNC[C@@H]3N4Cc3ccc(F)cc3)cc2)cc1 (stereo not given in full)
 : 0.0, 10
- COc1ccc2c3c([nH]c2c1)[C@@H](CO)N(C(=O)c1cccc(F)c1)CC31CN(C(=O)CC2CC2)C1
 : 0.0, -11
- O=C(C1CCOCC1)N1CC2(C1)[C@H](c1ccccc1)[C@@H](CO)N2Cc1ccccc1F
 : nt, -24
- Cc1ccc(NC(=O)Nc2ccc3c(c2)C(=O)N(C)[C@H]2CC[C@H](CC(=O)NCC(F)(F)F)O[C@H]2CO3)cc1
 : 0.0, 20
- CO[C@H]1CN(C)C(=O)c2cc(NC(=O)c3nc4ccccc4s3)ccc2OC[C@@H](C)NC[C@H]1C
 : 0.0, 17
- CN1c2ccc(C3=CCCCC3)cc2[C@@H]2[C@@H](CCN2C(=O)c2ccccc2F)[C@@H]1CO
 : 0.0, 19

Four entries picked at random from the list so far:
Each structure is followed by: Pax4 gene expression, DLD1 CTGF mRNA
- COc1cccc(S(=O)(=O)N[C@H]2CC[C@H](CC(=O)NC3Cc4ccccc4C3)O[C@@H]2CO)c1
 : 0.0, 17
- COc1ccc2c3c([nH]c2c1)[C@H](CO)N(Cc1ccc2c(c1)OCO2)CC31CCN(C(=O)Nc2c(C)noc2C)CC1
 : 0.0, 24
- C[C@H]1CCCCO[C@@H](CN(C)S(=O)(=O)c2ccc(F)cc2)[C@@H](C)CN([C@@H](C)CO)C(=O)c2cc(N(C)C)ccc2O1
 : 0.0, 12
- Cc1ccc(S(=O)(=O)N(C)C[C@H]2OCCCC[C@H](C)Oc3ccc(NC(=O)c4ccncc4)cc3C(=O)N([C@H](C)CO)C[C@H]2C)cc1
 : 0.0, 3

A portion of the library (hit frequency here may not be typical).
